A549 tox: counter-screen for Nrf2 inhibitors: cytotoxicity in A549 cells | A549 ARE-Fluc cells, CellTiter-Fluor viability, 18-24 h | Potency, µM (series often up to 46 µM), for inactives: top-dose activity change, negative = cytotoxicity, most hits filed as inhibitors | 0.16% of 390,000 active | AID 504648; also: potency is read from the fitted curve at half-maximal effect; % is scaled to controls: 0 for no effect and ±100 for the full control effect
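A549 ARE-Fluc cells in 5% FBS OPTI-MEM, 5000 cells/well, rested 2 h then exposed to compounds in concentration-response for 18-24 h at 37 °C. Viability by CellTiter-Fluor fluorescence (Ex 405/Em 525) after 30 min; luciferase luminescence (BugLite, 15 min, RT) read afterwards.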
CCT chaperon mod: modulators of cytosolic chaperonin (CCT/TRiC) activity; purified chaperonin ATPase assay, HTRF ADP detection, 30 min; activity change, % (no concentration beside the values), hits read low; 0.3% of 360,000 active; in the data active = activity change below about -30%; also: % is scaled to controls: 0 for no effect and ±100 for the full control effect
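TRiC at 40 or 20 nM final (batch-dependent) in 30 mM Tris pH 7.4, 100 mM KCl, 5 mM MgCl2, 1 mM DTT, with compound at single 76 uM and 10 uM ATP, 30 min at 37 deg C. ADP detected by HTRF Transcreener, 665/615 ratio.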
pAkt inh: inhibitors of Akt phosphorylation; AID 651550; activity change, % for hits at 50 µM; 0.32% of 360,000 active; Neuro2A IGF-stimulated pAkt S473 HTRF, 20 min; active compounds read low; in the data active = activity change below about -80%; inconclusive = mostly about -51% to -80%; also: % is scaled to controls: 0 for no effect and ±100 for the full control effect
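Neuro2A cells (4,500/well, DMEM with 0.5% FBS) were treated with compound at a single 50 µM final concentration, stimulated with 6 nM IGF for 20 min at 37 °C, and lysed. Phospho-Akt Ser473 was read by HTRF as 665/615 ratio ×10^4.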
TGFb inhibitor: TGF-b pathway inhibition | Potency, µM (titrated, usually from 46.1 µM), inactives show at the highest dose activity, negative = inhibition, hits mostly inhibitors | 1.2% of 410,000 active | AID 588855 | HepG2 CAGA-GFP TGF-b/SMAD3 reporter, GFP fluorescence, 18 h; TGF-beta stimulated, 500 pg/mL final; also: potency is read from the fitted curve at half-maximal effect; % is scaled to controls: 0 for no effect and ±100 for the full control effect; nearly all actives have a fitted effect of over 65% in size
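Using HEPG2 CAGA-GFP reporter cells at 1000 cells/well, we pinned test compounds, stimulated with recombinant TGF-beta (500 pg/mL final) and measured total well GFP after 18 h.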
HepG2 tox: kills HepG2 cells in TGF-b inhibitor counter-screen; Potency, µM (highest dose often 46.1 µM), without a hit: at the top dose activity change, negative = cytotoxicity, usual class: cytotoxic; HepG2 CAGA-GFP viability, ATP luminescence, 18 h; 0.76% of 410,000 active; also: potency is read from the fitted curve at half-maximal effect; some results filed as inactive show a strong effect at the top dose
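CellTiter-Glo luminescence gave cytotoxicity after 18 hours at 37 degrees C. The cells were HepG2 CAGA-GFP in 1% FBS DMEM, stimulated with 500 pg/mL TGF-beta after compound addition. %Activity was normalised to no-cell wells (complete cell-killing) and DMSO (no toxicity), and curves were fitted and classified.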
Nrf2 activator: activates Nrf2 signaling. AREc32 ARE-luciferase reporter (MCF7-derived line), luminescence, 24 h. Potency, µM (highest dose often 46.1 µM), without a hit: at the highest dose activation, most hits filed as activators. 0.31% of 410,000 active. AID 624171; also: potency is read from the fitted curve at half-maximal effect; % of control where 0% means no effect; nearly all actives have a fitted effect of over 65% in size
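AREc32_Fluc, 1000 cells/well, OPTI-MEM + 5% FBS, o/n 37 deg C 5% CO2; 23 nL cpd by pin tool, 24 hr; Steady-Glo 30 min RT, luminescence.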
Abeta rescue: A-beta toxicity reversal in yeast; 0.063% of 410,000 active; yeast expressing A-beta42, growth rescue, OD600, 48 h; response scale: 0% DMSO, 100% iron-clioquinol control; Potency, µM (top dose mostly 46.1 µM), inactives show at the top dose growth rescue, hits mostly activators; also: potency is read from the fitted curve at half-maximal effect; nearly all actives have a fitted effect of over 55% in size
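Yeast A-beta toxicity model in growth medium with pinned compounds, 48 h at 30 C; growth read as absorbance at 600 nm. Normalized to FeCl3/clioquinol equimolar mix (positive) and DMSO (negative).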
Nrf2 block: inhibitors of Nrf2 signaling; A549 ARE-Fluc reporter, luciferase luminescence, 18-24 h; Potency, µM (titrated, usually from 46 µM), for the others: at the top dose activity change, negative = inhibition, usual class: inhibitors; 2.1% of 360,000 active; AID 504444; also: potency is read from the fitted curve at half-maximal effect; % is scaled to controls: 0 for no effect and ±100 for the full control effect; nearly all actives have a fitted effect of over 60% in size
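Nrf2 activity is the BugLite luminescence, read 15 min after reagent at room temperature, following CellTiter-Fluor cytotoxicity readout (30 min, 37C). Compound titrations were applied for 18-24 h to 5000 A549 ARE_Fluc cells/well in 5% FBS OPTI-MEM.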
MmCpn inh: blocks the Methanococcus maripaludis chaperonin Mm-Cpn; purified Mm-Cpn ATPase, ADP Transcreener TR-FRET; Potency, µM (top dose mostly 76.9 µM), without a hit: at the highest dose activity, negative = inhibition, hits mostly inhibitors; 0.031% of 330,000 active; also: potency is read from the fitted curve at half-maximal effect; % is scaled to controls: 0 for no effect and ±100 for the full control effect; nearly all actives have a fitted effect of over 80% in size
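Purified archaeal chaperonin (25 nM final) was preincubated with compound for 10 min at 37°C, then ATP (10 uM final) was added for 30 min at 37°C in Tris pH 7.4/KCl/MgCl2/DTT buffer. ADP was quantified by HTRF Transcreener TR-FRET.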
Active calls of the source: *; i = inactive; ? = inconclusive; . = not tested or not shown; [ ] = remark or other dose. Unless noted, calls follow the shape of the dose curve; as a rule, active = well fitted curve in the direction sought with a large enough effect; inconclusive = small, poorly fitted or top-dose-only effect, or another doubt; inactive = no such curve, though single readings can be large; an effect the other way counts as inactive or inconclusive.

SMILES	A549 tox	CCT chaperon mod	pAkt inh	TGFb inhibitor	HepG2 tox	Nrf2 activator	Abeta rescue	Nrf2 block	MmCpn inh
O=C1CSc2ccc(S(=O)(=O)N3CCN(c4ccccc4F)CC3)cc2N1	2%	-1.6	.	-25%	-3%	0.6%	-14%	5%	2%
CN(C(=O)COC(=O)c1ccc2c(=O)n3c(nc2c1)CCC3)c1ccccc1	-3%	0.4	i	-4%	0%	-0.5%	4%	12%	2%
CN(CC(=O)Nc1ccc(F)c(F)c1F)c1ncnc2sccc12	-7%	-2.6	i	-6%	0%	4.4%	2%	-1%	-2%
Cc1cccc(NC(=O)CNC(=O)CSc2ncccn2)c1C	-1%	0.4	i	-4%	12%	-0.4%	11%	2%	1%
COc1ccccc1N1CCN(C(=O)c2cc3ccccc3[nH]2)CC1	11%	0.9	i	-13%	-2%	1.6%	?	11%	-2%
CC(C)C[C@H]1CN([C@@H](Cc2ccc(O)cc2)CN2CCC[C@@H]2CN2C(=S)NC[C@@H]2Cc2ccccc2)C(=S)N1CC1CCCCCC1	.	2.8	i	10µM*	-5%	0.2%	9%	.	.
COc1ccc(OC)c(-c2cc(C(=O)Nc3sc4c(c3C#N)CCC(C)C4)c3ccccc3n2)c1 (stereo unspecified)	1%	-1.7	i	7%	-15%	-0.5%	18%	-8%	-1%
CCn1c(CCC(=O)Nc2ccccc2F)nnc1SCC(=O)Nc1ccc(OC)cc1	-13%	-0.4	i	9%	16%	3.0%	-3%	4%	1%
O=C(COC(=O)COc1ccc(Cl)cc1)Nc1cccnc1Cl	.	0.0	i	-12%	17%	-0.3%	-7%	.	.
Cc1ccc(CSc2cn(CC(=O)N3CCCC3)c3ccccc23)cc1	-2%	.	.	?	-35%	6.0%	14%	?	.
COc1ccc(S(=O)(=O)NCc2ccc(C(=O)N3CCN(c4ccccn4)CC3)cc2)cc1	-4%	-0.9	i	17%	0%	-0.6%	-1%	-9%	0%
COc1ccc(OC)c(CN2CCCCCC2)c1	4%	-1.0	i	-1%	3%	-0.9%	4%	4%	4%
Cc1ccc(CNC(=O)[C@@H](NC(=O)C2CCN(C(=O)[C@@H]3CCCN3)CC2)C(C)C)cc1	-4%	0.1	i	15%	2%	0.2%	-16%	1%	-1%
CCS(=O)(=O)N1CCN(C(=O)c2ccc(-c3ccccc3)cc2)CC1	1%	-0.9	i	-25%	-13%	2.1%	-11%	-29%	0%
O=C(CCC(=O)N1CCN(S(=O)(=O)c2ccccc2)CC1)c1ccc(Br)cc1	4%	0.1	i	10%	1%	-0.6%	2%	-3%	2%
O=C(CSc1nc2ccccc2n1Cc1cccc(C(F)(F)F)c1)NCc1ccccc1	-21%	.	.	?	-44%	-0.8%	-7%	.	.
CN(C)C(=O)N1CCCC(C(=O)NCc2ccccc2)C1 (stereo unspecified)	-4%	-3.5	i	7%	7%	0.2%	2%	?	-2%
CNC(=O)OCCSCCS(=O)(=O)c1ccc(Cl)cc1	0%	1.9	i	6%	-6%	-0.1%	-11%	4%	1%
Cc1ccc(Cn2cc(SCC(N)=O)c3ccccc32)cc1	-6%	2.1	i	-16%	-21%	0.3%	6%	-19%	5%
CCN(CC)CCNC(=O)c1ccc(NC(=O)c2c(F)cccc2Cl)cc1	0%	3.7	i	-11%	1%	-0.5%	-6%	-23%	0%
CCOC(=O)c1c(C)oc2nc(C)nc(Nc3cccc(OC)c3)c12	3%	.	.	-2%	7%	0.5%	-13%	?	.
COC(=O)C1=C(C)N(C)C(=O)NC1c1ccc(O)c(Cl)c1 (stereo unspecified)	-7%	-2.6	i	5%	-7%	0.9%	-1%	4%	0%
COc1ccc(CCC(=O)N2CCN(S(=O)(=O)c3ccc(C)cc3)CC2)cc1	0%	-0.1	i	-15%	1%	-0.6%	8%	-6%	1%
O=C(C1CCCN(S(=O)(=O)c2ccc(Br)cc2)C1)N1CCOCC1 (stereo unspecified)	5%	-1.0	i	-21%	-17%	-0.4%	3%	-8%	0%
OCc1ccc(-c2cccc3nccn23)cc1	.	0.2	i	0%	-1%	0.6%	-5%	.	.
COc1ccc2[nH]c3c(c2c1)CCN1C(=O)C(CC(=O)NCc2ccc(OC)c(OC)c2)C[C@H](C(=O)N(C(C)C)C(C)C)[C@@]31C (stereo partly specified)	-1%	-2.2	i	?	-17%	4.3%	-20%	0%	1%
CCCCCc1c2c(cc(O)c1C(=O)O)OC(=O)c1c(cc(OC)cc1C(=O)CCCC)O2	0%	0.1	i	20µM*	-69%	0.7%	3%	11%	.
Cc1c(NC(=O)c2ccc(-c3cccc([N+](=O)[O-])c3)o2)c(=O)n(-c2ccccc2)n1C	-1%	0.5	i	5%	4%	-0.3%[9.22 µM]	-6%	-2%	-3%
COc1ccc(CC(=O)Nc2cc(C)c3c(=O)oc4ccccc4c3n2)cc1	1%	-0.5	i	14%	2%	18%	2%	-18%	-8%
COc1ccccc1CNC(=O)C1(c2ccc(Cl)cc2)CC1	9%	-1.9	i	-21%	-16%	0.6%	-9%	4%	2%
CC(=O)Oc1ccc2nc(-c3cccs3)oc(=O)c2c1	-12%	-0.3	i	9%	-32%	0.3%	0%	-2%	2%
O=C(Nc1sc2c(c1C(=O)Nc1ccccc1)CCC2)c1ccc(Br)cc1	6%	.	.	-11%	-18%	3.5%	-34%	3%	.
CCCCN1C(=O)C(C(=O)OCc2ccccc2)CC2=C1CCCC2=O (stereo unspecified)	2%	-0.8	i	-8%	-19%	0.7%	-6%	-7%	.
Cc1ccc(CNC(=O)C(=O)NCC2OCCN2S(=O)(=O)c2ccc(C)cc2)cc1 (stereo unspecified)	12%	0.4	i	-25%	-21%	-0.8%	2%	-12%	0%
O=C(O)CCN1C(=O)NC2(CCCC2)C1=O	-2%	-0.1	i	9%	1%	-0.5%	-12%	4%	1%
Cn1c(C(=O)NC2CC2)cc(=O)n(C)c1=O	2%	4.0	i	-8%	-11%	0.1%	-11%	0%	6%
OCCCNC(=S)Nc1ccc(Oc2ccccc2)cc1	1%	-0.7	i	-14%	7%	-0.4%	2%	-10%	0%
COc1ccc(NC(=O)CN(C)C(=O)c2cccc(S(=O)(=O)N3CCN(c4ccc(F)cc4)CC3)c2)cc1	?	-15	i	-6%	-14%	0.2%	-9%	5.8µM*	.
N/C(=N\NC(=O)c1cccs1)c1cc2ccccc2oc1=O	-4%	-1.2	i	0%	-5%	3.8%	-24%	2%	-2%
CC(Cc1c[nH]c2ccccc12)NC(=O)C1CCCNC1=O (stereo unspecified)	0%	-1.1	i	1%	-5%	0.2%	6%	1%	1%

Random excerpt: 3 compounds from above.
SMILES	A549 tox	CCT chaperon mod	pAkt inh	TGFb inhibitor	HepG2 tox	Nrf2 activator	Abeta rescue	Nrf2 block	MmCpn inh
CC(Cc1c[nH]c2ccccc12)NC(=O)C1CCCNC1=O (stereo unspecified)	0%	-1.1	i	1%	-5%	0.2%	6%	1%	1%
Cn1c(C(=O)NC2CC2)cc(=O)n(C)c1=O	2%	4.0	i	-8%	-11%	0.1%	-11%	0%	6%
COc1ccccc1CNC(=O)C1(c2ccc(Cl)cc2)CC1	9%	-1.9	i	-21%	-16%	0.6%	-9%	4%	2%

(next part)
SMILES	A549 tox	CCT chaperon mod	pAkt inh	TGFb inhibitor	HepG2 tox	Nrf2 activator	Abeta rescue	Nrf2 block	MmCpn inh
Cc1ccc(C(=O)N(CC#N)CC#N)cc1C	1%	-0.7	i	11%	13%	-0.2%	10%	0%	-2%
CC1CN(C(=O)c2cccc(S(=O)(=O)N3CCN(c4ccc(F)cc4)CC3)c2)CC(C)O1 (stereo unspecified)	-8%	-0.2	i	-40%	-5%	-0.7%	-60%[inhibitor]	?	-1%
CC(=O)Nc1ccccc1-c1nc2ccccc2n(Cc2cccc(Br)c2)c1=O	0%	.	.	.	-5%	0.0%	5%	11%	.
COc1ccc(S(=O)(=O)N[C@@H](Cc2ccc(Cl)cc2)C(=O)N2CC[C@@]3(O)CCCC[C@H]3C2)cc1	?	-1.2	i	-3%	-6%	0.6%	-9%	-4%	1%
O=C1CCc2cc(S(=O)(=O)NCCC(=O)NC3CCCCC3)ccc2N1	-5%	-1.4	i	-10%	2%	-0.7%	2%	4%	0%
Cc1ccc(S(=O)(=O)c2cn(Cc3ccc(F)cc3)c3cc4c(cc3c2=O)OCO4)cc1	-6%	-1.4	i	7%	4%	-0.3%	6%	-1%	1%
O=C(NNC(=O)c1ccncc1)Nc1ccc(N=Nc2ccccc2)cc1	-13%	-0.2	i	3%	3%	2.7%	5%	10%	.
Cc1cc(C)nc(SC2CCOC2=O)n1 (stereo unspecified)	8%	-2.6	i	16%	-10%	-0.5%	-3%	21%	.
O=C(Cn1cc(COc2ccc(-n3cccc3)cc2)nn1)NS(=O)(=O)c1ccccc1C(F)(F)F	.	-0.4	i	32%	5%	-0.1%	-11%	.	.
Cc1[nH]c(-c2ccc3c(c2)OCO3)nc1C(=O)O	5%	-0.4	i	13%	-65%	-0.9%	-9%	9%	-1%
CC(=O)c1cc(C#N)c(Oc2ccccc2)nc1C	4%	-3.6	i	1%	-8%	0.1%	1%	6%	.
O=C(NNc1ccccc1)NC(Cc1ccccc1)C(=O)O (stereo unspecified)	1%	-1.0	i	?	-15%	-0.8%	8%	-1%	.
CC(C)CC1C(=O)N(Cc2cn(CCC3OCCCO3)nn2)CCS(=O)(=O)N1Cc1ccc(-c2ccc(F)cc2)cc1 (stereo unspecified)	.	-0.2	i	?	-21%	0.2%	0%	.	.
